PglD inh – inhibitors of Campylobacter jejuni PglD acetyltransferase; inhibition, % at 12.5 µM; 360,000 compounds, 0.098% hits; AID 602405; purified PglD enzyme, DTNB colorimetric CoA detection; in the data active means inhibition above about 16%, passing the limit was not always enough; further: strong numbers were not always called active
PAX8 reporter – inhibitors of PAX8 transcriptional activity in RMG-I cells. 360,000 compounds, 1.2% hits. AID 652154. RMG-I TPO-luciferase reporter, SteadyGlo, 24 h. inhibition, % at 12.6 µM;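 active means mean replicate inhibition at least 60% with every replicate also reaching 60%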;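 further: luciferase light reporting Pax8 driven TPO promoter activity; plate controls were median of neutral control wells for no effect and mitoxantrone controls for full effect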
GSIS activator – GLuc luminescence reporter in INS-1E cells, primary screen for activators of glucose-dependent secretion of insulin. AID 743287. 370,000 compounds, 0.61% hits. INS-1E GLuc reporter insulin secretion, 2-3 h. activation, % at 16.6 µM;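 active means lowest replicate activation of at least 40%, so every replicate reaches that level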;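 further: 0% = median of neutral control wells and 100% = median of IBMX positive control wells; some compounds called inactive have numbers as strong as hits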
PGC1a acetyl inh – PGC1a acetylation modulation, inhibitor mode; U2OS PGC1a acetylation, AlphaScreen anti-acetyl-lysine; with virally co-expressed GCN5 acetyltransferase; 350,000 compounds, 0.17% hits; AID 651687; inhibition, % at 15.6 µM;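 active means every replicate shows inhibition of at least 40%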;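 further: 0% = neutral control wells and 100% = positive control wells; some results beyond the cut were filed as inactive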
ARNT TACC3 PPI – ARNT/TACC3 interaction disruption. Q9Y6A5. AlphaScreen His-ARNT PAS-B/GST-TACC3 binding, luminescence; TACC3 fragment carries E629A point mutation. inhibition, % at 9.99 µM. 390,000 compounds, 0.66% hits. AID 623870;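 active means mean inhibition of replicates at least 50% and at least half of replicates each reaching 50%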;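 further: 0% = complete ARNT plus TACC3 wells and 100% = ARNT alone without TACC3; many hits fall short of the cut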
Statin myotox sup – protects C2C12 myotubes from simvastatin toxicity; ATP luminescence, 48 h; scaled: DMSO 0, geranylgeraniol control 100; rescue of ATP level, % at 7.49 µM; 330,000 compounds, 0.78% hits;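 active means mean ATP rescue above about 67%, or every replicate alone reaching that limit, limit read from the data, passing the limit was not always enough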;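 further: myotubes were challenged with 10 µM simvastatin during compound exposure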
Cneo AK release – Cryptococcus neoformans lysis via adenylate kinase release; AID 651654; 360,000 compounds, 0.2% hits; lysis activity, % at 15 µM; C. neoformans lysis, adenylate kinase release luminescence, 4 h; normalised: neutral wells 0, clomiphene wells 100;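 active means mean lysis activity across replicates of at least 80%, whatever share of replicates individually reach that level; inactive means mean lysis activity below 80%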
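Assay system: Cryptococcus neoformans yeast cells / Dosing: single-point compound dose / Timing: 4 h at 37 °C static, read 1 h later / Measured by: luminescence of released adenylate kinase using an AK detection reagent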
LGR2 inh – blocks bursicon-induced cAMP signaling via Drosophila LGR2. HEK293 LGR2, CRE-luciferase, bursicon-stimulated, 4 h. inhibition, % at 9.99 µM. 380,000 compounds, 0.35% hits;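 active means drop in luminescence signal, shown as inhibition above about 50% in the replicate tests, limit read from the data, passing the limit was not always enough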;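 further: agonist challenge used bursicon conditioned medium at about half maximal strength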
An asterisk follows results filed as active; . = not tested or not shown; & = joins results of further samples.

SMILES | PglD inh | PAX8 reporter | GSIS activator | PGC1a acetyl inh | ARNT TACC3 PPI | Statin myotox sup | Cneo AK release | LGR2 inh
C[C@H](CO)N1C[C@H](C)[C@H](CN(C)CC2CC2)Oc2ccc(NS(=O)(=O)c3ccc(F)cc3)cc2C1=O | 2 | 15 | 7 | -1 | -6 | -1 | 1 | 5
Cc1ccc(S(=O)(=O)N(Cc2ccc(F)cc2)C(=O)N2CCN(C)CC2)cc1 | -4 | 0 | 14 | -8 | 1 | 16 | 0 | 19
CCOC(=O)CSc1ncnc2c1cnn2-c1ccc(C)cc1 | -3 | . | . | -9 | -1 | -9 | -2 | .
O=C(C1COc2ccccc2O1)N1CCN(c2ccccc2)CC1 (stereo unspecified) | 15 | . | . | -8 | 5 | -1 | 0 | .
O=C(O)c1cccc2c1C(=O)c1ccc(-c3ccc(OC(F)(F)F)cc3)cc1S2(=O)=O | 9 | 0 | 2 | 6 | 5 | 2 | 5 | 5
O=C(C[C@@H]1C=C[C@H](NC(=O)CN2CCOCC2)[C@@H](CO)O1)NCc1cccc(F)c1 | 2 | 5 | 5 | 10 | 7 | -6 | -1 | -18
CC(C)c1ccc(NC(=O)CCC(=O)NCc2ccco2)cc1 | -3 | 19 | 14 | -5 | -2 | 0 | 4 | -5
CCCc1nnc(NC(=O)CCC(=O)N2CCCCC2)s1 | -4 | -6 | -4 | 7 | -1 | 8 | 0 | -1
C/C=C/c1ccc([C@@H]2[C@H](CO)N(C(C)=O)[C@H]2CN(CC)C(=O)CN(C)C)cc1 | -1 | 10 | 7 | -5 | -8 | -11 | 10 | -12
Cc1ccc(S(=O)(=O)N2CCN(C(=O)C(C)Cn3nc(C)c(C)c3C)CC2)cc1 (stereo unspecified) | -2 | 13 | 3 | . | 1 | 3 | 3 | -11
COc1cccc(C(=O)Oc2c(Br)cc(Br)cc2/C=N/NC(=O)c2cc(C)[nH]n2)c1 | . | 57 | -6 | -7 | 4 | . | . | 21
CCCc1nc2sc3c(SCC(=O)NCc4ccco4)ncnc3c2c2c1CCC2 | 0 | . | 61* | -12 | 8 | 15 | 1 | .
Cc1cn2c(N)c(/C=C3\C=Nc4ccccc43)c(=O)nc2s1 | . | -68 | 20 | -6 | -8 | . | . | -29
C=CCNC(=O)c1oc2ccc(S(=O)(=O)N3CCCCC3)cc2c1C | -8 | -8 | -2 | -2 | -2 | -20 | -11 | 7
O=C(CCS(=O)(=O)c1ccc(Cl)cc1)Nc1nc(-c2ccncc2)cs1 | -1 | 96* | -5 | . | 0 | 11 | 1 | 7
CCn1c(SCc2nc3ccccc3[nH]2)nnc1-c1cnccn1 | 5 | . | -8 | 1 | 0 | -6 | 1 | 20
Cc1nc(N)nc(-c2ccccc2O)n1 | 6 | . | . | 8 | 3 | -2 | 1 | .
O=C(Nc1cc(F)ccc1F)N[C@@H]1C=C[C@H](CC(=O)N2CCc3ccccc3C2)O[C@@H]1CO | -1 | -2 | -10 | 12 | -7 | 10 | 2 | 8
COc1ccc(-c2noc(CN(C)C(=O)c3ccco3)n2)cc1 | -6 | -37 | 8 | . | 11 | -7 | -2 | -5
COc1ccc(OC)c(NC(=S)NCCCN2CCOCC2)c1 | 4 | 3 | 2 | -6 | -3 | . | 6 | -2
C[C@H](CO)N1C[C@H](C)[C@@H](CN(C)C(=O)Nc2ccccc2)Oc2ccc(NC(=O)Nc3ccc(C(F)(F)F)cc3)cc2CC1=O | -1 | 12 | -7 | 0 | 7 | 0 | -8 | 2
Cc1cc(Cl)c(C)c(S(=O)(=O)Oc2ccccc2NC(=O)CCC(=O)O)c1Cl | -5 | 11 | 0 | . | 28* | -2 | -1 | -7
CCCCn1c(N)c(N(CC(C)C)C(=O)C2=NN(c3cc(C)ccc3C)C(=O)CC2)c(=O)[nH]c1=O | -1 | 0 | 6 | -4 | 6 | -4 | 0 | 10
CN(C(=S)Nc1ccc(Oc2ccccc2)cc1)c1ccc(O)cc1 | 4 | 3 | -12 | 3 | 10 | 21 | 0 | 3

Complete entries from above:
O=C(C1COc2ccccc2O1)N1CCN(c2ccccc2)CC1 (stereo unspecified) across the screens: PglD inh = 15; PAX8 reporter = .; GSIS activator = .; PGC1a acetyl inh = -8; ARNT TACC3 PPI = 5; Statin myotox sup = -1; Cneo AK release = 0; LGR2 inh = .
C[C@H](CO)N1C[C@H](C)[C@H](CN(C)CC2CC2)Oc2ccc(NS(=O)(=O)c3ccc(F)cc3)cc2C1=O across the screens: PglD inh = 2; PAX8 reporter = 15; GSIS activator = 7; PGC1a acetyl inh = -1; ARNT TACC3 PPI = -6; Statin myotox sup = -1; Cneo AK release = 1; LGR2 inh = 5

(more compounds)
SMILES | PglD inh | PAX8 reporter | GSIS activator | PGC1a acetyl inh | ARNT TACC3 PPI | Statin myotox sup | Cneo AK release | LGR2 inh
COc1ccc(NS(=O)(=O)c2cc(C)ccc2NC(=O)c2cc(C)oc2C)cc1 | -1 | . | . | -1 | -21 | -101 | -3 | .
CC(=O)Nc1ccc(C2C(=O)c3ccccc3C2=O)cc1 | 0 | -20 | -6 | 7 | -37 | 8 | 1 | .
Cc1ccc(SCCC(=O)NCc2ccco2)cc1 | -1 | . | . | 1 | -1 | . | 2 | .
COc1ccccc1NC(=O)CC1SC(=N)N(c2ccccc2)C1=O (stereo unspecified) | . | 2 | 11 | -11 | -9 | . | . | -3
O=C(NCc1ccccc1Cl)c1cc2c(s1)CS(=O)(=O)C2 | 5 | 10 | 16 | -7 | -32 | 11 | -1 | -23
CC(C)c1ccc(/C=N/NC(=O)c2cc(-c3cccc([N+](=O)[O-])c3)n[nH]2)cc1 | 0 | 10 | -8 | -14 | -14 | . | -2 | 7
COc1cc(-c2nnc(NC(=O)CS(=O)(=O)c3ccc(Cl)cc3)o2)cc(OC)c1OC | 0 | 4 | 1 | -10 | . | 7 | 2 | 4
Cc1ccc(S(=O)(=O)N(C)C[C@@H]2OCCCC[C@@H](C)Oc3ccc(NC(=O)Nc4cccc5ccccc45)cc3C(=O)N([C@@H](C)CO)C[C@H]2C)cc1 | 3 | 5 | 18 | -15 | -7 | . | 51 | 0
O=C(CNc1ccc(Br)cc1)Nc1ccc(S(=O)(=O)N2CCCCC2)cc1 | -1 | 31 | 0 | -2 | . | 23 | 2 | 13
CCc1ccc(NC(=O)N(CCOC)C2CCN(C(C)=O)CC2)cc1 | -2 | . | 7 | -3 | 11 | . | 1 | -14
CC(NC(=O)c1ccco1)c1nc(-c2ccccc2)no1 (stereo unspecified) | 6 | 5 | -9 | . | 0 | 1 | -3 | 12
C[C@H](CO)N1C[C@H](C)[C@@H](CN(C)C(=O)NC2CCCC2)Oc2ncc(-c3cccnc3)cc2C1=O | 2 | . | 10 | 12 | . | -3 | -2 | 7
CCC(CC)NC(=O)COn1nnc2ccc(S(=O)(=O)N3CCOCC3)cc21 | -2 | -5 | 27 | . | -5 | -3 | 0 | 9
O=C(c1ccccc1)N1CCN(CC(O)Cn2ccc3ccccc32)CC1 (stereo unspecified) | . | -1 | -5 | -4 | -34 | . | . | -14
O=C(Nc1cccc(F)c1)N[C@H]1CC[C@H](CCNS(=O)(=O)c2cccc(Cl)c2)O[C@@H]1CO | -3 | -26 | -10 | 8 | 1 | 15 | 105* | 11
C/C=C/c1ccc([C@H]2[C@@H](CO)N(C(=O)NCCC)[C@@H]2CNC(=O)C2CC2)cc1 | 1 | -6 | 4 | 2 | 2 | 6 | 1 | 0
CC(=O)c1sc(NC(=O)CCc2ccccc2)nc1C | 3 | -52 | 2 | 3 | . | -3 | 0 | -44
C[n+]1ccccc1Nc1cc([N+](=O)[O-])ccc1N | -12 | 5 | 10 | 1 | 10 | -6 | -1 | 10
C=CCc1cccc2cc(NC(C)=O)c(=O)oc12 | -4 | -23 | . | -20 | . | 8 | 1 | .
CCOC(=O)C1=C(C)NC(C)=C(C(=O)OCC)C1C(=O)OCC(=O)NCc1ccc(F)cc1 | 0 | 25 | -48 | 1 | -3 | 2 | -1 | 0
COc1ccc(-c2cnc3c(c2)C(=O)N([C@@H](C)CO)C[C@@H](C)[C@@H](CN(C)C(=O)CN(C)C)O3)cc1 | 0 | . | 22 | 10 | 0 | 7 | 6 | -11
CC(C)CC#Cc1ccc2c(c1)O[C@H](CN(C)C(=O)Nc1ccccc1F)[C@@H](C)CN([C@H](C)CO)S2(=O)=O | -2 | . | -15 | 14 | 2 | 38 | -2 | 20
CCCCOC(=O)c1cc(C)nc2ccc(Br)cc12 | -2 | . | . | 5 | -16 | 11 | -1 | .
O=[N+]([O-])c1ccc(S(=O)(=O)Nc2ncccn2)cc1 | -8 | -24 | 8 | -4 | 14 | 3 | -1 | 4
O=C(c1ccc(-c2cccc(Cl)c2)o1)N1CCN(c2ccc([N+](=O)[O-])cc2)CC1 | . | -7 | 10 | . | -1 | . | . | -20
Cn1c(C(=O)NCc2ccc3c(c2)OCO3)cc2sccc21 | -2 | . | 3 | -7 | 27 | 31 | -4 | -5
CC(=O)Oc1ccc(-c2ccc(C(=O)OCC(=O)N(C)CC(=O)Nc3ccccc3Cl)cc2)cc1 | -1 | -1 | -12 | . | -2 | 5 | 0 | -7
C[C@@H]1CN([C@H](C)CO)C(=O)Cc2cc(NS(=O)(=O)c3cn(C)cn3)ccc2O[C@H]1CN(C)Cc1ccc(Cl)c(Cl)c1 | 18 | -1 | 6 | -10 | -3 | 26 | 2 | -2
O=C(NCC[C@@H]1CC[C@@H](NC(=O)c2cccnc2)[C@@H](CO)O1)Nc1ccc(C(F)(F)F)cc1 | 6 | -59 | 17&-2 | 2 | 6 | -32 | -29 | -2
CC(=O)c1csc(-c2ccccc2)n1 | . | 2 | -14 | -6 | 1 | . | . | -14
CC(C(=O)N1CCCCCC1)N(c1ccc(Cl)cc1)S(C)(=O)=O (stereo unspecified) | -1 | 13 | -1 | . | 1 | 8 | -2 | 9
COc1ccccc1NS(=O)(=O)c1ccc(C(=O)NCc2ccco2)cc1 | 2 | 4 | -1 | 1 | -2 | -1 | 0 | 8
Cc1occc1C(=O)NC1CCCc2ccccc21 (stereo unspecified) | -4 | . | 28 | 13 | -6 | -4 | -1 | 3
COc1ccc(NC(=O)CN(C)C(=O)CNC(=O)c2ccc3c(c2)OCO3)cc1 | . | -22 | 1 | 8 | -2 | . | . | -18
O=C(Nc1ccc(Cl)cc1)N[C@@H]1CC[C@H](CCn2cc(Cc3ccccc3)nn2)O[C@@H]1CO | 2 | 2 | -12 | -4 | -14 | -1 | -6 | -14
CCOC(=O)C1=C(C)Nc2sc(C(=O)c3ccc(OC)cc3)c(N)c2C1c1ccc(C(=O)OC)cc1 (stereo unspecified) | -2 | -5 | 2 | 5 | . | -6 | 0 | -5
CC/C(C)=N\NC(=O)CNC(=O)c1ccc(Cl)cc1Cl | 9 | -6 | -1 | -1 | . | 11 | -2 | .
O=C(N=Nc1c(O)[nH]c2ccccc12)c1ccccc1NS(=O)(=O)c1cccs1 | . | 10 | 3 | . | 5 | . | . | 3
CC(=O)N(C)C[C@@H]1OCc2ccccc2-c2c(n(C)c3ccccc23)C(=O)N([C@H](C)CO)C[C@@H]1C | -4 | . | 10 | 7 | 4 | 12 | -1 | 4
C[C@@H]1CN([C@@H](C)CO)C(=O)c2cccc(NC(=O)C3CCCCC3)c2O[C@@H]1CN(C)Cc1ccc2c(c1)OCO2 | 0 | -5 | 7 | 5 | 0 | 0 | 1 | -1

Source: PubChem

No enrichment for hits; about 2.9% have a hit in one of these screens.
